CHO-K1 Ca ag: counter-screen for M1 agonists: effect in parental CHO-K1 cells; Fluo-8 calcium fluorescence; scaled to maximal ATP response, vehicle zero; activation, % at 3 µM; 0.48% of 360,000 active; AID 602248, 2012; in the data active = activation above about 15%;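 note: untransfected CHO-K1 host cells lacking M1 receptor as counterscreen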
TAAR1 agonist: human TAAR1 agonists, primary screen, Fluo-8 calcium fluorescence, CHO RD-HGA16 cells; Trace amine-associated receptor 1 (Homo sapiens), Q96RJ0; vehicle wells 0%, saturating PEA agonist 100%; activation, % at 3 µM; 0.99% of 360,000 active; AID 624467, 2012;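 active = activation above the mean activation of all test compounds in the run plus 3 SD, cut at about 38% in these data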
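Test system: RD-HGA16 (CHO) cells co-expressing Gα16 and hTAAR1; dosing: one-point dosing at 3 µM (nominal); timing: 17-24 h seeding, 75 min 37 °C dye, 30 min RT; signal: kinetic Fluo-8 calcium fluorescence; read-out basis: % activation relative to PEA EC100 response; controls: DMSO and PEA EC100; replicates: n 1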
CHRM1 agonist: human M1 muscarinic receptor agonists, primary screen, Fluo-8 calcium fluorescence, CHO-K1 cells, HTS | activation, % at 3 µM | Muscarinic acetylcholine receptor M1 (Homo sapiens), P11229 | AID 588814, 2011 | CHO-K1 hM1, agonist mode; 0% DMSO, 100% acetylcholine EC100 | 0.33% of 360,000 active;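 active = activation above the run's mean compound activation plus 3 SD, cut at about 16% in these data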;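 note: peak over basal fluorescence ratio within a 140 s kinetic read after compound addition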
Target sequence (P11229 whole entry, looked up): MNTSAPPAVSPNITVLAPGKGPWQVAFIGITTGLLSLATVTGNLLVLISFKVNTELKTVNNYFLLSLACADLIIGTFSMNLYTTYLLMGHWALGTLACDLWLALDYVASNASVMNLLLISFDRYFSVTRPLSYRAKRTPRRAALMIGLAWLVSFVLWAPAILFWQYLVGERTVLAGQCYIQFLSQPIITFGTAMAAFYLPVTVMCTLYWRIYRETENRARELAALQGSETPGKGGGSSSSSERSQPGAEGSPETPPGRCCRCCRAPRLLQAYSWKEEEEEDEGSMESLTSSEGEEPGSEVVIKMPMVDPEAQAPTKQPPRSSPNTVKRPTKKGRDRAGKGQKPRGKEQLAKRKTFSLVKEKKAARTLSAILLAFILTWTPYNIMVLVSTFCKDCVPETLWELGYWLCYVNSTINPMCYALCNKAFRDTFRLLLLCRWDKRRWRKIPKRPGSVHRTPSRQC
CHO parental Ca: ATP-evoked calcium signal inhibitors, parental CHO, primary screen, counter-screen for OX1R antagonist project, cell-based, fluorescence, Fluo-8 calcium dye | parental CHO-K1, ATP-induced calcium, Fluo-8 fluorescence | inhibition, % at 5.6 µM | 0.63% of 330,000 active;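 active = inhibition above that plate's mean sample inhibition plus 3 SD, cut at about 26% in these data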;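 note: 0% = ATP-challenged DMSO wells and 100% = DMSO wells without ATP; some compounds past the cut are filed as inactive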
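Test system: parental CHO cells; detection: calcium-sensitive Fluo-8 fluorescence; evaluation: percent inhibition of calcium signal; also added: ATP as calcium-mobilizing challenge; repeats: one well per compound; control set: ATP-challenged DMSO wells low, unchallenged DMSO wells high; compound: single nominal dose of 5.6 µM per compound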
CHO-K1 Ca antag: nonselective inhibitor or artifact in parental CHO-K1 cells | inhibition, % at 3 µM | AID 602250 | 0.6% of 360,000 active | ATP-induced calcium, Fluo-8 fluorescence;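 active = inhibition above a per-plate cutoff, the plate's mean sample inhibition plus 3 SD, cut at about 24% in these data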;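 note: 0% = DMSO plus EC80 ATP and 100% = DMSO alone without ATP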
TAAR1 antag: human TAAR1 antagonists, primary screen, Fluo-8 calcium fluorescence, CHO RD-HGA16 cells; inhibition, % at 3 µM; 1.5% of 360,000 active; Trace amine-associated receptor 1 (Homo sapiens), Q96RJ0; antagonist;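 active = inhibition above a per-plate cutoff, the mean inhibition of test compounds on that plate plus 3 SD, cut at about 49% in these data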;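 note: 0% = DMSO plus EC80 beta-PEA response and 100% = DMSO alone without agonist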
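Assay system: RD-HGA16 CHO cells with stable hTAAR1 and Gα16 / Reagent: EC80 β-phenethylamine stimulus / Doses: 3 µM, single point / Timing: dye loading 75 min at 37 °C, then 30 min room temperature / Measured by: Fluo-8 intracellular calcium dye fluorescence, real-time kinetic reads / Controls: vehicle wells and EC80 agonist wells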
V1R ag counter: agonists of human V1a receptor, primary screen, counter-screen for OXTR agonist project, fluorescence, CHO-V1R cells; Fluo-8 calcium fluorescence, agonist mode; 0% DMSO, 100% 3 nM vasopressin; activation, % at 3 µM; 0.25% of 320,000 active; AID 2797, 2010;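 active = activation above the mean activation of all tested compounds plus 3 SD, per screening run, cut at about 20% in these data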;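 note: signal is peak over basal fluorescence ratio across a 100 second FLIPR read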
Target sequence (P37288 whole entry, looked up): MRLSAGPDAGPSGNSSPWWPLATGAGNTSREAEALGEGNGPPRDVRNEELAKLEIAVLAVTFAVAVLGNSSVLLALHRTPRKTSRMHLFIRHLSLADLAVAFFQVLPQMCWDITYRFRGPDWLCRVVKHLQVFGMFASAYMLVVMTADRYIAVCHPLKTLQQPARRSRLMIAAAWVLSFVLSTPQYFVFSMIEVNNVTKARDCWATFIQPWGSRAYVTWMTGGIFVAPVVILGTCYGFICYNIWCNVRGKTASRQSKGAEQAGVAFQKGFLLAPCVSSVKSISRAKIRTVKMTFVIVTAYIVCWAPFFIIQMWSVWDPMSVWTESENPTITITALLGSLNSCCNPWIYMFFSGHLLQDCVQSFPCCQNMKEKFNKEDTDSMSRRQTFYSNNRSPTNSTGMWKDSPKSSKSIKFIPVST
OXTR potentiator: human OXTR potentiators, primary screen, fluorescence, CHO-OTR cells, Fluo-8 calcium; Fluo-8 calcium fluorescence, potentiator mode; 0% = oxytocin EC15, 100% = EC100; activation, % at 3 µM; Oxytocin receptor (Homo sapiens), P30559; AID 2445, 2010; 0.061% of 320,000 active;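 active = activation above that plate's cutoff, the mean activation of tested compounds plus 3 SD, cut at about 6.6% in these data, passing the limit was not always enough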;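 note: 100% uses oxytocin at 75 nM as the full agonist control; some results filed as inactive read as strong as hits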
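Replication – single well per compound, singlicate · Assay system – CHO cell line stably expressing human OTR · Timing – 6 min pre-incubation, 100 s read · Measure – normalized max/min fluorescence ratio, % activation · Doses – 3.0 µM, one dose · Detection – Fluo-8 calcium dye fluorescence · Probe or stimulus – oxytocin near EC15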
CHO-K1 Ca PAM: nonselective calcium activators in parental CHO-K1 cells, primary screen, counter-screen for M1 PAM project, cell-based, Fluo-8 calcium fluorescence, full deck, 1536-well | ATP EC20; 0% at ATP EC20, 100% at ATP max | activation, % at 3 µM | 0.02% of 360,000 active;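 active = activation above the run cutoff, the mean activation of all test compounds plus 3 SD, cut at about 40% in these data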;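 note: peak over basal fluorescence ratio in a 140 s read after ATP addition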
Starred values were filed as active, the others as inactive.

Screening Cc1ccc(C(=O)OCC(=O)N(C)C2CCS(=O)(=O)C2)cc1S(=O)(=O)N1CCOCC1 (centres undefined) returned CHO-K1 Ca ag 0.4, TAAR1 agonist 1, CHRM1 agonist -2, CHO parental Ca 6, CHO-K1 Ca antag -5, TAAR1 antag 3, V1R ag counter 1.1, OXTR potentiator -4 and CHO-K1 Ca PAM -1.
`CCOc1cc(N2CCOCC2)c(OCC)cc1NC(=O)[C@H](C)N1C(=O)C2CC=CCC2C1=O` (some centres undefined) gave CHO-K1 Ca ag 0.5, TAAR1 agonist 2, CHRM1 agonist -6, CHO parental Ca -11, CHO-K1 Ca antag -9, TAAR1 antag -17, V1R ag counter 0.3, OXTR potentiator -13 and CHO-K1 Ca PAM -7.
For Fc1ccccc1-c1ccc(/C=N/Nc2nc3ccccc3[nH]2)o1 the results were CHO-K1 Ca ag 0.5, TAAR1 agonist 0, CHRM1 agonist -9, CHO parental Ca -16, CHO-K1 Ca antag 0, TAAR1 antag 23, V1R ag counter -0.4, OXTR potentiator -15 and CHO-K1 Ca PAM 12.
Cc1nn(C)cc1CNC(=O)Nc1ccc(Br)cc1Cl was read as CHO-K1 Ca ag 0.7, TAAR1 agonist 0, CHRM1 agonist -3, CHO parental Ca -13, CHO-K1 Ca antag 2, TAAR1 antag 15, V1R ag counter 0.7, OXTR potentiator -3 and CHO-K1 Ca PAM 9.
For CN(C)C(=O)COC(=O)c1ccccc1NC(=O)c1ccco1 the results were CHO-K1 Ca ag 0.5, TAAR1 agonist 5, CHRM1 agonist -3, CHO parental Ca -22, CHO-K1 Ca antag -6, TAAR1 antag 0, V1R ag counter -0.5, OXTR potentiator 6 and CHO-K1 Ca PAM 5.
For Cc1ccc(N2C(=O)N(CC(=O)Nc3ccccc3C)C(=O)C2C)cc1 (centres undefined) the results were CHO-K1 Ca ag 0.2, TAAR1 agonist 0, CHRM1 agonist 5, CHO-K1 Ca antag 7, TAAR1 antag -15 and CHO-K1 Ca PAM -20.
COc1ccccc1CCn1cnc(-c2ccc(OC)c(OC)c2)c1C(C)C was read as CHO-K1 Ca ag 2.8, TAAR1 agonist 42*, CHO-K1 Ca antag 9, TAAR1 antag 26 and CHO-K1 Ca PAM -5.
`O=C(CSc1ncnc2c1oc1ccccc12)NC1CCCC1` gave CHO-K1 Ca ag 3.1, TAAR1 agonist 10, CHRM1 agonist -4, CHO parental Ca 18, CHO-K1 Ca antag -11, TAAR1 antag -34, V1R ag counter 2.5, OXTR potentiator -10 and CHO-K1 Ca PAM 10.
Screening Cc1csc(NC(=O)Cc2ccc(Cl)cc2)n1 returned CHO-K1 Ca ag 0.7, TAAR1 agonist -1, CHRM1 agonist -1, CHO parental Ca -2, CHO-K1 Ca antag -9, TAAR1 antag -13, V1R ag counter 0.9, OXTR potentiator 2 and CHO-K1 Ca PAM 6.
For Cc1ccc(C(=O)NCCCC(=O)O)o1 the results were CHO-K1 Ca ag -0.1, TAAR1 agonist 6, CHRM1 agonist -3, CHO parental Ca 6, CHO-K1 Ca antag -9, TAAR1 antag -11, V1R ag counter 0.5, OXTR potentiator 0 and CHO-K1 Ca PAM 13.
Cc1ccc(-c2nnc(SCC(=O)N3c4ccccc4NC(=O)C3(C)C)n2N)cc1 was read as CHO-K1 Ca ag 0.0, TAAR1 agonist 4, CHRM1 agonist -2, CHO parental Ca -18, CHO-K1 Ca antag -11, TAAR1 antag -3, V1R ag counter -0.9, OXTR potentiator -4 and CHO-K1 Ca PAM 15.
`COc1ccc([C@H]2CC(=O)C=C(c3ccc(OC)c(F)c3)C2)cc1` gave CHO-K1 Ca ag 1.5, TAAR1 agonist 9, CHRM1 agonist -2, CHO-K1 Ca antag -1, TAAR1 antag 23 and CHO-K1 Ca PAM 4.

Gathered by group: the entries above containing fluorine.
For Fc1ccccc1-c1ccc(/C=N/Nc2nc3ccccc3[nH]2)o1 the results were CHO-K1 Ca ag 0.5, TAAR1 agonist 0, CHRM1 agonist -9, CHO parental Ca -16, CHO-K1 Ca antag 0, TAAR1 antag 23, V1R ag counter -0.4, OXTR potentiator -15 and CHO-K1 Ca PAM 12.
`COc1ccc([C@H]2CC(=O)C=C(c3ccc(OC)c(F)c3)C2)cc1` gave CHO-K1 Ca ag 1.5, TAAR1 agonist 9, CHRM1 agonist -2, CHO-K1 Ca antag -1, TAAR1 antag 23 and CHO-K1 Ca PAM 4.

(more compounds)
For O=C(Nc1cc(Br)ccc1F)c1nc[nH]c1C(=O)NCc1ccccc1 the results were CHO-K1 Ca ag 0.2, TAAR1 agonist 0, CHRM1 agonist -6, CHO-K1 Ca antag 10, TAAR1 antag -18 and CHO-K1 Ca PAM 18.
For C[C@@H]1CN([C@@H](C)CO)C(=O)CCCn2nncc2CO[C@H]1CN(C)C(=O)Nc1cccc(Oc2ccccn2)c1 the results were CHO-K1 Ca ag -0.2, TAAR1 agonist 2, CHRM1 agonist -8, CHO-K1 Ca antag -1, TAAR1 antag -5 and CHO-K1 Ca PAM 5.
For COc1ccc(CCNC(=O)c2ccc3nc(N4CCCCC4)sc3c2)cc1OC the results were CHO-K1 Ca ag 3.5, TAAR1 agonist 3, CHRM1 agonist -6, CHO parental Ca -15, CHO-K1 Ca antag -11, TAAR1 antag 7, V1R ag counter 0.3, OXTR potentiator -7 and CHO-K1 Ca PAM 22.
CCOC(=O)C1=CNS(=O)(=O)NC1c1ccc(Br)cc1F (centres undefined) was read as CHO-K1 Ca ag 0.1, TAAR1 agonist 4, CHRM1 agonist -2, CHO parental Ca -5, CHO-K1 Ca antag 7, TAAR1 antag -16 and CHO-K1 Ca PAM -4.
`COc1cccc(CNc2ncc(-c3ccccc3)n2C)c1` gave CHO-K1 Ca ag -0.3, TAAR1 agonist 3, CHRM1 agonist -9, CHO parental Ca -13, CHO-K1 Ca antag 12, TAAR1 antag -16, V1R ag counter 1.2, OXTR potentiator -6 and CHO-K1 Ca PAM -22.
For Cc1ccc(NC(=O)/C(=C/c2ccncc2)NC(=O)c2ccccc2)cc1 the results were CHO-K1 Ca ag 0.1, TAAR1 agonist 0, CHRM1 agonist -7, CHO parental Ca -15, CHO-K1 Ca antag 5, TAAR1 antag -7, V1R ag counter 0.3, OXTR potentiator 6 and CHO-K1 Ca PAM -8.
Screening COc1ccc(C(=O)O)cc1S(=O)(=O)NCCCN1CCCC1=O returned CHO-K1 Ca ag -0.3, TAAR1 agonist 3, CHRM1 agonist -1, CHO parental Ca 13, CHO-K1 Ca antag 25*, TAAR1 antag -4, V1R ag counter 4.1, OXTR potentiator -11 and CHO-K1 Ca PAM -8.
`COc1ccc(Nc2nc3ccccc3n3cnnc23)cc1Cl` gave CHO-K1 Ca ag 0.4, TAAR1 agonist -2, CHRM1 agonist -6, CHO parental Ca -10, CHO-K1 Ca antag -3, TAAR1 antag 1, V1R ag counter -1.0, OXTR potentiator -15 and CHO-K1 Ca PAM 14.
`O=C(O)/C(=C\c1cccc(C(F)(F)F)c1)c1ccc(S(=O)(=O)N2CCCC2)s1` gave CHO-K1 Ca ag 0.0, TAAR1 agonist 0, CHRM1 agonist -3, CHO parental Ca -13, CHO-K1 Ca antag 0, TAAR1 antag -4, V1R ag counter 0.3, OXTR potentiator -4 and CHO-K1 Ca PAM 1.
For CCOCCCNc1ccc(-c2ccccc2)nn1 the results were CHO-K1 Ca ag 0.9, TAAR1 agonist 9, CHRM1 agonist -9, CHO parental Ca -1, CHO-K1 Ca antag -7, TAAR1 antag 7, V1R ag counter -0.1, OXTR potentiator -3 and CHO-K1 Ca PAM 7.
`O=C(/C=C/N1CCOCC1)c1ccc(-c2ccccc2)cc1` gave CHO-K1 Ca ag 0.4, CHRM1 agonist 2, CHO parental Ca -8, CHO-K1 Ca antag -14, V1R ag counter -0.1, OXTR potentiator -1 and CHO-K1 Ca PAM 10.
`CCOC(=O)CC1=NN(c2ccccc2)C(=O)C1=c1sc(=C2SC(C)=C(C)N2CC)c(=O)n1CC` gave CHO-K1 Ca ag 0.8, TAAR1 agonist 1, CHRM1 agonist -3, CHO-K1 Ca antag -18, TAAR1 antag -15 and CHO-K1 Ca PAM 24.
`CCOC(=O)Cc1nnc(NC(=O)COc2ccc(OC)cc2)s1` gave CHO-K1 Ca ag 0.8, TAAR1 agonist 14, CHRM1 agonist 3, CHO parental Ca -10, CHO-K1 Ca antag -4, TAAR1 antag -9, V1R ag counter 5.7, OXTR potentiator -1 and CHO-K1 Ca PAM 16.
`N=c1nc(N)nc2n1NC(c1ccc(F)cc1)=CS2` gave CHO-K1 Ca ag 1.0, TAAR1 agonist 10, CHRM1 agonist 6, CHO parental Ca -17, CHO-K1 Ca antag -36, TAAR1 antag -16, V1R ag counter -0.6, OXTR potentiator -1 and CHO-K1 Ca PAM 7.
COC(=O)c1ccc(C)c(NC(=O)c2ccc(Cl)c([N+](=O)[O-])c2)c1 was read as CHO-K1 Ca ag -0.3, TAAR1 agonist -1, CHRM1 agonist -8, CHO parental Ca -20, CHO-K1 Ca antag -3, TAAR1 antag -8, V1R ag counter -1.1, OXTR potentiator 0 and CHO-K1 Ca PAM 3.
Screening C=CCSC1=C(C#N)C(c2ccccc2Cl)CC(=O)N1 (centres undefined) returned CHO-K1 Ca ag 0.2, TAAR1 agonist 7, CHRM1 agonist -7, CHO parental Ca -4, CHO-K1 Ca antag -16, TAAR1 antag -10, V1R ag counter 0.1, OXTR potentiator -2 and CHO-K1 Ca PAM 15.
Screening COc1ccccc1CNC(=O)CNCCc1ccc(OC)c(OC)c1 returned CHO-K1 Ca ag 0.2, TAAR1 agonist 3, CHRM1 agonist -8, CHO parental Ca -13, CHO-K1 Ca antag -9, TAAR1 antag -13, V1R ag counter 0.6, OXTR potentiator -16 and CHO-K1 Ca PAM -1.
`CCCNc1nc2c(c(=O)[nH]c(=O)n2C)n1CCC(C)C` gave CHO-K1 Ca ag 0.5, TAAR1 agonist 4, CHRM1 agonist -2, CHO parental Ca -20, CHO-K1 Ca antag -6, TAAR1 antag -25, V1R ag counter 0.8, OXTR potentiator 2 and CHO-K1 Ca PAM 22.
